# WRN helicase inh = qHTS for Inhibitors of WRN Helicase; Bifunctional 3'-5' exonuclease/ATP-dependent helicase WRN (Homo sapiens), Q14191; WRN helicase unwinding, fluorescent forked duplex, kinetic; Potency, µM (highest dose often 114 µM), inactives show top-dose activity change, negative = inhibition, hits mostly inhibitors; actives 0.46% (n = 360,000); AID 651768, 2012; also: potency is read from the fitted curve at half-maximal effect; % is scaled to controls: 0 for no effect and ±100 for the full control effect; nearly all actives have a fitted effect of over 55% in size
#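 Screening of the MLSMR collection measured strand separation of a quenched forked DNA duplex (100 nM) by 20 nM WRN with 2 mM ATP, all final. Compounds were preincubated with enzyme 15 min at room temperature.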
# EPAC1 ag = qHTS for Agonist of cAMP-regulated guanine nucleotide exchange factor 3 (EPAC1): primary screen. Rap guanine nucleotide exchange factor 3 (Homo sapiens), O95398. EPAC1 agonist qHTS, biochemical assay; response scale: 100% = response to 6.5 mM cAMP. Potency, µM (highest dose often 154 µM), for the others: at the top dose activation, hits mostly activators. actives 0.073% (n = 360,000). AID 720707, 2013; also: potency is read from the fitted curve at half-maximal effect; nearly all actives have a fitted effect of over 60% in size
#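 Compounds were pinned as a concentration titration into mixtures of EPAC1 (100 nM), BODIPY-GDP-loaded Rap1B (250 nM) and GDP (50 uM). After 5 min at room temperature, fluorescence was followed for 30 min; activity was scaled to 6.5 mM cAMP.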
# PI5P4Ka inh = qHTS for Inhibitors of phosphatidylinositol 5-phosphate 4-kinase (PI5P4K); Phosphatidylinositol 5-phosphate 4-kinase type-2 alpha (Homo sapiens), P48426; PI5P4Kalpha enzyme, ADP-Glo luminescence, 60 min; active compounds read low; max response, %; actives 1.2% (n = 330,000); AID 652105, 2013; active = max response of -50% or lower; inconclusive = between -30% and -50%; inactive = -30% or higher; also: value at the top dose of about 77 µM; % is scaled to controls: 0 for no effect and ±100 for the full control effect
#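 Single end-point luminescence (ADP-Glo) quantified ADP from PI5P4Kalpha turnover; ATP 5 microM final, 1 h at RT, 0.1% CHAPS and 0.28 mM EGTA in HEPES pH 7.4.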
# IL2 activator = qHTS of IL-2 Activators; AID 652025, 2013; IL-2 activation reporter assay, cell-based qHTS; stimulated with anti-CD3/CD4/CD28 beads; in transgenic mouse T cells; actives 0.065% (n = 360,000); activation, % (series mostly up to about 46 µM); in the data active = activation above about 50%; inconclusive = mostly about 30% to 49%; also: 0% is about no effect
#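 Using fluorescent plate cytometry, EGFP and DsRed are detected in transgenic mouse T cells stimulated 18 h at 37 degrees C with antibody-coated beads after 60 min compound pretreatment.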
# CCT chaperon mod = High-Throughput Screening for Modulators of Cytosolic Chaperonin Activity. activity change, % (concentration not given with the values), hits read low. actives 0.3% (n = 360,000). purified chaperonin ATPase assay, HTRF ADP detection, 30 min; in the data active = activity change below about -30%; also: % is scaled to controls: 0 for no effect and ±100 for the full control effect
#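 ATPase activity: ADP formed was measured by HTRF Transcreener (665/615 nm ratio) after 30 min at 37 deg C with 10 uM ATP. Compounds screened at one 76 uM concentration against 40 or 20 nM TRiC in Tris pH 7.4/KCl/MgCl2/DTT buffer.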
# EPAC1 antagonist = qHTS for Antagonist of cAMP-regulated guanine nucleotide exchange factor 3 (EPAC1): primary screen | Rap guanine nucleotide exchange factor 3 (Homo sapiens), O95398 | EPAC1 GEF assay, Rap1b-BODIPY-GDP exchange fluorescence | Potency, µM (doses to about 115 µM), without a hit: at the highest dose activity change, negative = inhibition, usual class: inhibitors | actives 0.14% (n = 360,000);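 also: potency is read from the fitted curve at half-maximal effect; plate controls were vehicle for no effect and positive control for full effect; nearly all actives have a fitted effect of over 50% in size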
# EPAC2 agonist = qHTS for Agonist of cAMP-regulated guanine nucleotide exchange factor 4 (EPAC2): primary screen | Rap guanine nucleotide exchange factor 4 (Homo sapiens), Q8WZA2 | EPAC2 activation, biochemical qHTS; response scale: 100% = 6.5 mM cAMP response | Potency, µM (series often up to 154 µM), for the others: top-dose activation, usual class: activators | actives 0.079% (n = 360,000) | AID 720711, 2013; also: potency is read from the fitted curve at half-maximal effect; nearly all actives have a fitted effect of over 50% in size
#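 Exchange assay: 100 nM EPAC2 with 250 nM Rap1B-BODIPY-GDP and 50 uM GDP. Fluorescence (ex 480/em 540 nm) read every 5 min for 30 min at room temperature. Data normalized to 6.5 mM cAMP as agonist control.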
# PLK1 PBD inh = qHTS for Inhibitors of PLK1-PDB (polo-like kinase 1 - polo-box domain): Primary Screen | actives 2.8% (n = 360,000) | Potency, µM, for inactives: max response, negative = inhibition, hits mostly inhibitors | Serine/threonine-protein kinase PLK1 (Homo sapiens), P53350 | Plk1 PBD binding of FITC phosphopeptide, fluorescence polarization; also: potency is read from the fitted curve at half-maximal effect; series mostly up to about 57 µM; % is scaled to controls: 0 for no effect and ±100 for the full control effect; nearly all actives have a fitted effect of over 65% in size
# The depositor's hits bear a star; ? = inconclusive; · = no result given; [ ] = another dose, or the depositor's remark. Unless noted, calls follow the shape of the dose curve; as a rule, active = well fitted curve in the direction sought with a large enough effect; inconclusive = small, poorly fitted or top-dose-only effect, or another doubt; inactive = no such curve, though single readings can be large; an effect the other way counts as inactive or inconclusive. Some of the compounds tested. The share of hits here may be higher or lower than overall.
SMILES,WRN helicase inh,EPAC1 ag,PI5P4Ka inh,IL2 activator,CCT chaperon mod,EPAC1 antagonist,EPAC2 agonist,PLK1 PBD inh
CC(C)(C(=O)c1ccccc1)/[N+]([O-])=C/c1ccc(Br)cc1,5.8%,3.5%,·,-1.0,-1.7,-4.9%,10.8%,-2.3%
COc1ccc(S(=O)(=O)N2CCCCCC2)cc1C(=O)N(C)Cc1cccc(OC)c1OC,2.0%,5.1%,-2.3,-4.9,-3.9,-6.8%,20.2%,-7.8%
Cc1ccc(C(=O)OCCN2CCN(c3ncc(C(F)(F)F)cc3Cl)CC2)cc1,-11.9%,7.2%,16.8,-0.1,0.9,-5.6%,4.4%,-15.4%
CC(C)OC(=O)c1cc2c(ccn2-c2ccc(F)cc2)n1CC(=O)N1CCN(C(=O)c2ccco2)CC1,-0.5%,-14.1%,8.9,-2.2,-1.1,-11.5%,-7.3%,-5.6%
CC(C)CC(=O)NN1CCCCC1,12.7%,15.8%,-6.9,-0.2,-0.3,-0.6%,11.3%,-6.6%
COc1cc(OC)cc(OC(=O)c2cccc(S(=O)(=O)N3CCN(C)CC3)c2)c1,-8.8%,-0.1%,1.1,-0.5,-0.1,-13.0%,2.1%,-10.0%
CCc1cccc2c(C(=O)C(NC(C)CC)c3ccccc3)c[nH]c12 (stereo not given),-12.4%,1.3%,1.7,-3.1,2.0,-7.6%,-6.3%,0.5%
CC(=O)Nc1cccc(NC(=O)CSc2ncc(C(=O)Nc3ccccc3)c(=O)n2C)c1,-16.7%,-3.9%,1.5,-7.1,-0.1,-8.4%,0.7%,-5.4%
CCOC(=O)C(C)Sc1ccc2nnc(CCNS(=O)(=O)c3ccc(C)cc3)n2n1 (stereo not given),-2.1%,-2.1%,2.6,1.2,-2.1,-2.3%,3.3%,3.9%
Cc1nn(CCO)c(C)c1Oc1ccccc1O,-6.4%,1.2%,4.4,0.4,-2.2,-0.9%,7.9%,0.0%
Cc1cccc(OCc2nnc(NC(=O)c3cccs3)s2)c1,5.6%,5.1%,-2.0,-3.2,-2.6,14.4%,-2.5%,-4.8%
Cc1noc(C)c1CSCC(=O)Nc1nc2ccc(Oc3ccccc3)cc2s1,-17.9%,26.6%,4.3,-0.2,1.0,-7.0%,5.3%,1.1%
O=C(NC(Sc1ccc(Cl)cc1)C(=O)O)c1ccccc1 (stereo not given),-4.8%,-0.8%,8.6,-2.9,1.5,1.1%,3.6%,13.4µM*
c1ccc(-c2cn3ccccc3n2)cc1,-1.4%,-2.8%,-1.4,-0.1,-0.9,-20.6%,3.4%,-7.0%
COc1ccccc1C(NC(=O)C1CCN(CCOc2ccc(Cl)cc2Cl)CC1)c1ccccn1 (stereo not given),10.5%,-9.6%,13.4,-0.3,1.5,-23.4%,12.2%,1.8%
CC(NC(=O)CNC(=O)c1ccccc1F)c1ccc(-n2ccnc2)cc1 (stereo not given),0.9%,16.1%,1.1,-0.3,2.5,1.6%,2.7%,-6.6%
CCc1ccc(Nc2nnc(SCC(=O)Nc3cccnc3Cl)s2)cc1,5.7%,11.7%,9.3,-4.4,0.3,13.1%,9.3%,-14.4%
CCCc1cc(=O)[nH]c(SCC(=O)Nc2c(C)n(C)n(-c3ccccc3)c2=O)n1,-2.0%,3.1%,2.7,-0.3,-0.1,1.9%,3.0%,2.8%
O=C(NCc1ccccc1)C(=O)NCC1CCCN1S(=O)(=O)c1cccs1 (stereo not given),-6.9%,-4.5%,-10.1,-0.6,-1.3,6.7%,-1.7%,-0.8%
[O-]/C(=C(\C(=S)NCc1ccccc1)[n+]1ccccc1)c1ccc(Cl)cc1,-33.2%,6.3%,-23.9,2.1,-8.0,-0.6%,8.8%,?
CCN(CC(=O)Nc1c(F)cccc1F)C(=O)c1cc(S(=O)(=O)N2CCOCC2)ccc1N1CCCC1,-1.1%,-8.8%,6.2,-3.0,-1.2,-1.6%,-0.9%,21.2%
CCn1c(SCC(=O)N2CCCCCC2)nc2c(c1=O)SCC2,-5.2%,-2.4%,-1.0,0.7,1.0,-4.6%,11.5%,-5.8%
Cc1ccccc1N=CC1=C(O)c2ccccc2C1=O,-28.4%,-6.4%,-26.5,-6.2,1.0,-22.6%,3.4%,-4.1%
COc1cc(C2NC(=S)NC(c3ccccc3)=C2C(C)=O)cc(Cl)c1OCC(=O)O (stereo not given),-1.0%,6.2%,·,-1.3,-2.9,13.6%,2.8%,-14.3%
O=C(CCN1CCOCC1)NNC(=O)c1ccc([N+](=O)[O-])cc1[N+](=O)[O-],-26.2%,3.4%,6.6,-5.1,-2.3,-11.1%,-3.3%,-5.9%

# Molecules above with a thiophene ring, fused or not:
SMILES,WRN helicase inh,EPAC1 ag,PI5P4Ka inh,IL2 activator,CCT chaperon mod,EPAC1 antagonist,EPAC2 agonist,PLK1 PBD inh
Cc1cccc(OCc2nnc(NC(=O)c3cccs3)s2)c1,5.6%,5.1%,-2.0,-3.2,-2.6,14.4%,-2.5%,-4.8%
O=C(NCc1ccccc1)C(=O)NCC1CCCN1S(=O)(=O)c1cccs1 (stereo not given),-6.9%,-4.5%,-10.1,-0.6,-1.3,6.7%,-1.7%,-0.8%

# Next part
SMILES,WRN helicase inh,EPAC1 ag,PI5P4Ka inh,IL2 activator,CCT chaperon mod,EPAC1 antagonist,EPAC2 agonist,PLK1 PBD inh
CCCCNC(=O)NS(=O)(=O)c1ccc(C(=O)OC)o1,-9.0%,3.5%,-10.9,0.4,-1.2,3.6%,-3.7%,0.5%
CCOC(=O)[C@@H]1[C@H]2COc3ccccc3[C@H]2N2C(=O)N(c3ccc(C)cc3)C(=O)[C@]12C,-3.7%,13.1%,2.0,3.9,1.3,-4.0%,14.1%,?
CCC(C)NC(=O)C(NS(=O)(=O)c1cccc2nsnc12)c1ccccc1 (stereo not given),-15.0%,-2.6%,-15.9,0.3,0.8,-0.9%,-0.1%,-6.5%
COc1ccc(S(=O)(=O)NC(=O)C2(C)CCN2C(=O)c2c(C)noc2C)cc1 (stereo not given),1.8%,2.1%,4.9,0.2,-5.7,-4.2%,0.0%,-0.5%
O=C1C=C(c2cccc3c2sc2ccccc23)C[C@@H](c2ccc(Cl)cc2)C1,-32.2%,-14.3%,-0.7,0.0,-0.1,-12.1%,-0.1%,-14.1%
COc1ccc(CC2(CO)CCN(Cc3nc(C(C)C)cs3)CC2)cc1,-0.2%[57.1 µM],-8.0%,-0.2,0.5,-0.5,6.1%,-0.9%,-5.5%
COCCN1C(=O)c2ccccc2C1c1nnnn1C(C)C (stereo not given),-10.5%,0.8%,-2.5,0.6,-0.6,-13.1%,6.2%,-6.0%
C=CCOc1nc2c(c(=O)n(Cc3ccc(Cl)c(Cl)c3)c(=O)n2C)n1C,-4.9%,-6.4%,-4.7,1.8,-0.1,5.3%,-0.6%,-0.2%
CC(C)Cc1nc(Cl)c(C#N)c2c1CCC2,2.4%,6.6%,-7.8,-0.3,-3.3,-23.4%,8.0%,-8.3%
COc1cc(Cl)cc(/C=C/c2ccc3ccccc3n2)c1OC(C)=O,?,8.2%,15.8,-1.4,0.4,-28.6%,13.0%,-1.0%
CSc1c(-c2ccccc2)nc2ccc(Cl)cc2c1C(=O)O,-7.5%,4.2%,-1.9,-0.9,-0.2,-6.2%,10.1%,-4.8%
COc1cc([N+](=O)[O-])ccc1NC(=O)CCCOc1cccc(C)c1C,-13.9%,7.7%,·,1.3,-1.8,-10.6%,19.1%,-1.8%
CCOC(=O)/C=c1\s/c(=C\c2ccc(C#N)cc2)c(=O)n1CC(=O)NCc1ccco1,3.1%,-1.0%,0.6,-0.2,-0.9,12.8%,-4.1%,-1.6%
O=C(OCc1nc2ccccc2s1)c1cccc(S(=O)(=O)N2CCOCC2)c1,-13.9%,22.0%,11.4,-0.8,-4.8,0.0%,9.3%,-2.0%
CCCCOc1cccc(C(=O)N(Cc2cccs2)C2CCS(=O)(=O)C2)c1 (stereo not given),10.2%,-3.9%,0.2,-3.0,1.6,3.2%,10.4%,1.0%
COc1cc2c3c(c1OC)C1(C=CC(=NNC(N)=O)C=C1)CC3N(C(C)=O)CC2 (stereo not given),-4.7%,1.7%,0.8,0.4,0.5,-10.7%,18.3%,?
COc1ccc(CCN2CC(C(=O)OCC(=O)NC(Cc3ccccc3)C(C)=O)CC2=O)cc1OC (stereo not given),2.6%,8.6%,-8.2,-0.2,-0.5,-8.2%,7.6%,-6.9%
CCOC(=O)N1CCC(NC(=O)CCC(=O)N2CCOc3ccc(Cl)cc32)CC1,-8.0%,7.5%,7.2,-0.1,-3.0,7.7%,-10.3%,-13.9%
NS(=O)(=O)c1ccc(NC(=O)/C=C/c2ccc3c(c2)OCO3)cc1,-15.7%,2.0%,3.8,-2.9,-1.1,-1.3%,4.5%,-0.2%
CCN(CC)S(=O)(=O)c1ccc(SCC(=O)c2c(N)n(C3CC3)c(=O)[nH]c2=O)nc1,6.1%,11.7%,?,-0.2,-4.1,-5.6%,4.0%,-21.0%
Cc1cc(C(=O)OCC(=O)Nc2ccc(F)c(F)c2)c(C)o1,0.5%,5.6%,·,-3.6,-1.1,-15.7%,-4.7%,-5.2%
CCOC(=O)CN(C)S(=O)(=O)c1ccc(-c2cc(C(=O)OC)sc2C(F)(F)F)cc1,-1.4%,0.5%,-0.1,0.6,-4.1,-27.6%,11.6%,-12.6%
S=C(NCCc1ccc(Cl)cc1)NCc1ccco1,-10.5%,3.9%,1.1,1.4,-0.3,-14.7%,16.1%,-20.4%
COc1ccccc1OCCCCNCCO,2.2%,-2.8%,·,-0.2,-1.3,7.8%,-2.7%,-0.9%
Cc1cc(C(=O)CSc2nc3ccccc3c(=O)n2C)c(C)n1Cc1ccc2c(c1)OCO2,1.3%,13.0%,-11.4,-2.6,-0.8,6.7%,8.6%,-4.1%

# As entered above:
# Result of `COc1cc([N+](=O)[O-])ccc1NC(=O)CCCOc1cccc(C)c1C` under IL2 activator: 1.3
# Result of `C=CCOc1nc2c(c(=O)n(Cc3ccc(Cl)c(Cl)c3)c(=O)n2C)n1C` under EPAC2 agonist: -0.6%

# Source: PubChem
